Screening results as filed in PubChem.
V-ATPase pHluor: regulators of yeast V-ATPase proton transport. S. cerevisiae, pHLuorin cytosolic pH fluorescence. response, % at 10 µM. 350,000 compounds, 0.37% hits; in the data active = response mostly above about 7.3%, no sharp cut-off; inactive = mostly below about 5.4%; also: actives read high; inactives centre near 0; some compounds called inactive have numbers as strong as hits; reference of the scale not given here
Arrestin-AP2 inh: blocks beta-arrestin peptide binding to AP2 adaptin; 340,000 compounds, 0.31% hits; AID 504490; inhibition, % at 10 µM; FITC-arrestin peptide / GST-AP2 beads, flow cytometry; AP2 beta2 appendage carries R879A mutation;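 active = inhibition above a set limit, near 3 SD of compounds lacking own fluorescence, cut at about 54% in these data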;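 also: plate controls were DMSO wells for no effect and 5 µM unlabelled arrestin peptide for full effect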
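Material – AP2 appendage R879A on GSH beads · Buffer or medium – PBS with 0.05% Tween 20 and 0.1% BSA · Probe or stimulus – fluorescein-tagged arrestin peptide at 50 nM final · Incubation – compound with beads 12 min RT, then probe 1 h RT · Detection – high-throughput flow cytometry of beads, ex 488, em 535 nm · Evaluation – percent response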
OPRM1-OPRD1 ag: OPRM1-OPRD1 heterodimerization agonism; P35372+P41143; cells, luminescence; activation, % at 9.3 µM; 340,000 compounds, 0.3% hits; in the data active = activation above about 18%;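 also: 0% = vehicle-treated cells and 100% = reference agonist; values of inactives mirror those of a sister screen read the other way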
MOR-DOR inv ag: inverse agonist of human OPRM1-OPRD1 heterodimerization | 340,000 compounds, 0.21% hits | AID 504357 | inhibition, % at 9.3 µM | P35372+P41143 | cell-based MOR-DOR heterodimer luminescence, inverse agonism; in the data active = inhibition above about 22%, passing the limit was not always enough;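 also: 0% = cells with DMSO and 100% = wells without cells with DMSO; values of inactives mirror those of a sister screen read the other way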
DSG3 Ab inh: blocks pemphigus antibody binding to human desmoglein-3 | P32926 | DSG3-coupled beads, scFv-anti-DSG3-GFP binding, flow cytometry; active compounds read low | binding (percent of control), % at 10 µM | 310,000 compounds, 0.48% hits;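 active = binding more than 3 SD below its plate's average and above zero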;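 also: hits lower antibody fragment binding to DSG3; some compounds called inactive have numbers as strong as hits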
PKA-R1A activ: activates the PKA-R1A holoenzyme complex; P00514+P68181; PKA-R1A dissociation, Cy5-IP20 fluorescence polarization; scaled: DMSO 0%, 113 µM cGMP 100%; activation, % at 11.4 µM; 340,000 compounds, 0.083% hits; AID 504707;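 active = percent activation above the mean of all tested compounds plus 3 SD, cut at about 19% in these data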;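 also: higher means more PKAc released from R1A so a rise in polarization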
DAGLB inh: blocks human DAGLB lipase activity | Q8NCG7 | HEK293T DAGLB membrane lysate, EnzChek fluorogenic substrate | inhibition, % at 5.17 µM | 340,000 compounds, 0.059% hits; in the data active = inhibition above about 34%;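 also: 0% = enzyme with vehicle and 100% = wells lacking enzyme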
PKA-R2B activ: activates the human PKA-R2B holoenzyme complex; P22694+P31323; PKA-R2B holoenzyme dissociation, Cy5-IP20 fluorescence polarization; R2B truncated from residue 108, S112A mutant; 0% DMSO only, 100% 113 µM cGMP; activation, % at 11.4 µM; 340,000 compounds, 0.079% hits; AID 504700;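 active = activation above a cutoff set at the mean over all compounds plus 3 SD, cut at about 18% in these data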;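 also: higher means more holoenzyme dissociation and a rise in polarization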
Target sequence (P31323 whole entry, looked up, other chains not shown, the tested form may be a part): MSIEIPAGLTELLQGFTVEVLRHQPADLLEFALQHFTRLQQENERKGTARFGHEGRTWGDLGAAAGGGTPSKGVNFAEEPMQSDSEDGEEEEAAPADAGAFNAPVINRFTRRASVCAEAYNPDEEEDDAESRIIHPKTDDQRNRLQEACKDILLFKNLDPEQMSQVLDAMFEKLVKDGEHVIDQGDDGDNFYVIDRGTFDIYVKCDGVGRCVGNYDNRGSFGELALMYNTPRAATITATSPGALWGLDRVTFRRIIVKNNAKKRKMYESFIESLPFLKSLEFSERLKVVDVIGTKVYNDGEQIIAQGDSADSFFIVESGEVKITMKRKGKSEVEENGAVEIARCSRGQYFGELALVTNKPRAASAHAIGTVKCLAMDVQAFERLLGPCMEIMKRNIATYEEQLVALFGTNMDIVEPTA
HTR5A inv ctr: inverse agonist of human HTR5A in OPRM1-OPRD1 counter-screen; HTR5A cell line, luminescence, inverse agonism; 340,000 compounds, 0.083% hits; AID 504634; inhibition, % at 9.3 µM; in the data active = inhibition mostly above about 23%, no sharp cut-off; inactive = mostly below about 18%;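 also: 0% = cells with DMSO and 100% = no-cell wells with DMSO; some compounds called inactive have numbers as strong as hits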
Target sequence (P47898 whole entry, looked up): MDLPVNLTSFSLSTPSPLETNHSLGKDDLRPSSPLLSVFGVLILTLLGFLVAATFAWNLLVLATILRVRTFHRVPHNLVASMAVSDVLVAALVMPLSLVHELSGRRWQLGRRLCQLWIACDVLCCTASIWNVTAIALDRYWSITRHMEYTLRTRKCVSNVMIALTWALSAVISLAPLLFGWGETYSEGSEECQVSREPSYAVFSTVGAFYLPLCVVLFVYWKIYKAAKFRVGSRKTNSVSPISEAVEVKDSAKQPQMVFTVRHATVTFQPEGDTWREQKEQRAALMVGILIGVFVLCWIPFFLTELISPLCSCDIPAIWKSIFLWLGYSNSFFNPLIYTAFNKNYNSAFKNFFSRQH
HTR5A ag ctr: HTR5A agonism, opioid heterodimer counter-screen | P47898 | HTR5A agonist assay, luminescence, cell-based | activation, % at 9.3 µM | 340,000 compounds, 0.61% hits | AID 504692; in the data active = activation mostly above about 9.5%, no sharp cut-off; inactive = mostly below about 7.6%;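 also: 0% = cells with vehicle only and 100% = reference agonist; strong numbers were not always called active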
An asterisk follows results filed as active; / = not tested or not shown.

SMILES	V-ATPase pHluor	Arrestin-AP2 inh	OPRM1-OPRD1 ag	MOR-DOR inv ag	DSG3 Ab inh	PKA-R1A activ	DAGLB inh	PKA-R2B activ	HTR5A inv ctr	HTR5A ag ctr
COC(=O)c1cc2ccsc2n1Cc1cc(=O)n2ccccc2n1	0	-6	1.4	-9	82	-7	1	-5	-18	7
Brc1ccc(-c2nc3ncccn3c2Nc2ccc3c(c2)OCCO3)o1	0	-3	-1.3	7	82	-9	4	-5	-30	5
CC(=O)Nc1ccc(C(=O)OCCC(C)C)cc1	1	6	1.6	-8	97	-7	-1	5	0	-3
O=C(c1ccco1)N1CCCC(c2nc3c(nnn3Cc3cccc(Cl)c3)c(=O)[nH]2)C1 (configuration not stated)	/	12	-0.2	1	/	6	4	-3	-17	4
CC(C)c1ccc(C(=O)NN2CCOCC2)cc1	0	1	-2.4	10	109	-3	-2	1	-8	3
CCOC(=O)N/N=C/c1c(C)c(C(=O)c2ccc(F)cc2)n2ccccc12	-1	2	-2.7	13	111	1	-2	-7	1	0
COc1ccc(C(=O)Nc2sc3c(c2C(=O)O)CC(C)(C)OC3)cc1	3	7	0.0	0	95	2	0	2	-14	4
Cn1ccc(=Nc2ccc(NC(=O)c3ccc(N=c4ccn(C)c5ccc([N+](=O)[O-])cc45)cc3)cc2)cc1	1	2	1.5	-8	96	1	6	4	-14	4
CCN(c1ccc2c(c1)OCO2)S(=O)(=O)c1cc(Br)cc2c1N(C(=O)C1CC1)CC2	-3	0	-0.4	2	/	6	-3	-19	-10	4
CCC(C)NC(=O)c1cnn2c1NC(c1cccs1)CC2C(F)(F)F (configuration not stated)	0	-6	-3.0	17	107	-16	0	-14	-1	1
Cc1cc2occ(CC(=O)N(C)CC(=O)Nc3ccc(F)cc3)c2cc1C	0	0	1.6	-10	106	-7	-2	-2	-42	15
CCOC(=O)c1c(NC(=S)NC(=O)c2ccc(Cn3cc(Cl)cn3)o2)sc2c1CCC(C)C2 (configuration not stated)	0	-3	-1.9	11	99	6	-2	1	3	1
NC(=S)NN=C1c2ccccc2-c2c(F)c(F)c(F)c(F)c21	11	-6	-0.9	5	/	-2	1	-6	-6	2
Cc1nc(N2CCN(S(=O)(=O)c3ccc(F)cc3)CC2)c2c(C)c(C)sc2n1	4	13	-2.8	16	105	-11	-1	-11	-19	-5
CCN(CCn1cccn1)C(=O)c1cc(COc2cc(C)ccc2C)on1	-3	9	0.1	-1	/	-5	-1	3	-20	6
CC(C)CNC(=O)C(=O)NCCCN1CCOCC1	2	9	-3.0	16	107	-2	-1	-4	0	0
O=C(N/N=C/c1ccc(Cl)cc1)c1n[nH]c2c1CCCC2	-3	13	2.8	-14	103	-1	1	4	-32	4
CCOc1ccc2ccccc2c1/C=N/NC(=O)c1cc(C)[nH]n1	-1	6	-0.8	5	109	-7	1	-6	-6	2
O=C(NCC1CCCO1)c1ccc(Cl)c(S(=O)(=O)Nc2ccccc2)c1 (configuration not stated)	-3	7	-1.2	7	113	-4	0	-2	-3	2
Cc1cccc(NC(=O)CCN2CCN(C/C=C/c3ccccc3)CC2)c1	-5	1	-1.7	9	96	-22	3	-1	-1	-1
CN(C(=S)Nc1cccnc1)c1ccc(O)cc1	-4	35	2.6	-15	102	3	3	2	6	-2
Cn1c(NCc2ccco2)nc2c1c(=O)n(Cc1ccc(Cl)cc1Cl)c(=O)n2C	1	1	-1.3	8	99	-2	0	3	-18	-3
CCCCOc1ncnc2c1[nH]c1ccc(OCC)cc12	1	-14	2.0	-10	102	-2	-2	0	4	0
O=C(OCc1cc2ccccc2[nH]c1=O)c1ccco1	6	18	-1.1	6	81	3	-3	-8	8	0
CCCCn1c(N)c(N(CC)C(=O)C2CCN(C(=O)c3ccccc3C)CC2)c(=O)[nH]c1=O	1	-9	-3.0	12	95	-3	-1	0	6	-2

2 neighbouring entries already listed, for reference:
SMILES	V-ATPase pHluor	Arrestin-AP2 inh	OPRM1-OPRD1 ag	MOR-DOR inv ag	DSG3 Ab inh	PKA-R1A activ	DAGLB inh	PKA-R2B activ	HTR5A inv ctr	HTR5A ag ctr
COC(=O)c1cc2ccsc2n1Cc1cc(=O)n2ccccc2n1	0	-6	1.4	-9	82	-7	1	-5	-18	7
Brc1ccc(-c2nc3ncccn3c2Nc2ccc3c(c2)OCCO3)o1	0	-3	-1.3	7	82	-9	4	-5	-30	5

The list continues.
SMILES	V-ATPase pHluor	Arrestin-AP2 inh	OPRM1-OPRD1 ag	MOR-DOR inv ag	DSG3 Ab inh	PKA-R1A activ	DAGLB inh	PKA-R2B activ	HTR5A inv ctr	HTR5A ag ctr
Cc1cccc(OCc2n[nH]c(=S)n2C2CCCCC2)c1	-1	-30	-2.1	10	129	-15	2	-6	-7	-1
Cc1cc2ccccc2n1CCNC(=O)COc1ccccc1	1	39	31*	-170	65*	-3	4	5	-28	1
O=C(Nc1c(Cl)cccc1Cl)c1cc(-c2ccco2)on1	-1	6	-0.4	3	/	-1	-2	-5	5	-2
Cc1nc2c3ccccc3nc(NNC(=O)CCC(=O)N3CCC(C)CC3)n2n1	3	32	-1.6	8	101	4	0	-3	14	-2
Cc1cccc(NC(=O)CSCC(=O)NCc2cccc(C(F)(F)F)c2)c1	-2	9	3.5	-24	103	-5	-1	5	5	2
O=C(COC(=O)c1ccc(S(=O)(=O)N2CCCCCC2)cc1)NCc1ccc(F)cc1	2	5	0.7	-4	96	0	0	-4	8	-3
CCOC(=O)C1(CCOC)CCN(CC(C)Cc2ccc3c(c2)OCO3)CC1 (configuration not stated)	2	40	-2.8	13	94	7	-2	-3	-5	1
COc1ccc(CN2C(=O)c3ccccc3C2=O)cc1C(=O)OCC(=O)NC1CCCCC1	-3	-2	-1.3	7	104	4	-2	-1	-7	3
CCCN(CC(=O)Nc1ccccc1C)C(=O)CSc1ccccc1C	-1	23	-4.5	18	/	-2	-2	-3	-2	1
COc1ccc(NC(=O)Cn2nc(C(=O)O)c3ccccc3c2=O)cc1Cl	1	17	-0.1	1	106	-4	1	-4	-20	7
O=C(NCc1ccccc1CN1CCCCC1)c1ccc(Cl)cc1N1CCCC1=O	4	-13	-1.5	6	112	2	2	1	0	3
O=c1cc(Nc2ccc3c(c2)OCCO3)[nH]c(=O)n1Cc1ccc(F)cc1	-3	13	2.4	-15	92	-6	5	1	-17	7
COc1ccc(O)c(C=Nc2cc(NC(C)=O)c(Cl)cc2Cl)c1	1	1	-2.7	14	81	-7	2	1	-8	-2
O=C(NCC1CCCO1)c1ccccc1-c1nc(-c2ccccc2F)no1 (configuration not stated)	9	1	-2.3	12	103	-7	-3	4	0	2
Cc1nonc1NC(=O)CSc1nc2ccc(Cl)cc2[nH]1	-1	3	-0.2	2	/	10	0	2	2	-1
COc1ccc(N2C(=O)C3[C@@H](C2=O)C2(Cl)C(Cl)=C(Cl)C3(Cl)C2(OC)OC)cc1 (some centres not stated)	0	2	1.7	-9	104	-13	-2	0	-18	5
Cc1ccc(C(=O)Nc2ccc3nccnc3c2)cc1	-2	3	-1.3	7	93	6	1	7	11	-5
CCOc1cccc2c1OC1(CCCCC1)N1N=C(c3cccnc3)CC21 (configuration not stated)	-3	0	-1.0	5	98	-4	1	0	1	1
Cc1nc(C(N)=O)c(N)n1CCc1ccccc1	-3	15	-2.5	12	126	5	-2	3	-1	0
COc1nc(-c2ccccc2)ncc1S(=O)(=O)c1ccccc1	-1	5	0.3	-2	103	-4	-2	-4	4	3
CCCCCC(=O)Nc1ccc(N2CCN(C(=O)CCC)CC2)cc1	-2	5	-2.2	9	100	-8	-1	2	1	6
CSc1ncc(CN2CCN(CC=C(C)C)C(CCO)C2)cn1 (configuration not stated)	-1	-3	0.2	-1	95	-19	-1	-17	12	-4
COc1cccc(NC(=O)COC(=O)COc2ccccc2[N+](=O)[O-])c1	-1	4	0.9	-5	97	-3	-2	1	-10	3
CN=C(NC#N)SCC(=O)c1ccc(Cl)cc1Cl	-1	22	-0.8	4	101	-12	-2	-1	21	1
CC(C)OC(=O)NCCOC(=O)Nc1ccc(Cl)cc1	-3	3	-2.1	11	104	-8	-3	-2	8	-3

(listing goes on)
SMILES	V-ATPase pHluor	Arrestin-AP2 inh	OPRM1-OPRD1 ag	MOR-DOR inv ag	DSG3 Ab inh	PKA-R1A activ	DAGLB inh	PKA-R2B activ	HTR5A inv ctr	HTR5A ag ctr
CCOc1ccc(/C=N/NC(=O)c2[nH]c3ccc(C)cc3c2C)cc1	-1	-3	2.9	-13	116	-20	-17	-8	12	-3
COc1ccc(-c2csc(NC(=O)CSc3nc4ccccc4c(=O)[nH]3)n2)cc1	0	7	-1.0	5	100	-5	8	5	5	-2
Cn1c(-c2ccc3ccccc3n2)nc2cnccc21	-2	8	2.0	-8	105	8	-4	-3	-5	-2
COCc1cc(C)nc2sc(C(=O)Nc3ccccc3C)c(N)c12	0	5	-2.3	12	113	3	-2	7	17	-6
CN(C(=O)COC(=O)c1ccccc1OCc1ccc(Cl)cc1)c1c(N)n(Cc2ccccc2)c(=O)[nH]c1=O	4	-4	1.9	-12	92	7	0	1	-10	4
C[C@]12c3[nH]c4ccccc4c3CCN1C(=O)C(CC(=O)NCCN1CCOCC1)C[C@@H]2C(=O)N1CCOCC1 (some centres not stated)	-1	40	-0.9	4	97	-4	-2	-3	12	-3
CCN1CCN(CC(O)COCC2COc3ccccc3O2)CC1 (configuration not stated)	0	-11	-2.3	10	/	-7	-2	-5	11	-4
O=C(/C(=C/O)N=Nc1ccccc1)c1ccc(Cl)cc1	3	28	5.3	-31	95	-2	0	4	0	0
COc1cc(SC)ccc1C(=O)OCC(=O)NC1CC1	0	15	-1.7	9	100	-12	-1	6	6	-2
O=C1Cc2ccccc2C(=O)N1Nc1ccccc1	-1	-12	-3.4	17	/	1	5	0	-4	1
CCn1c(SCC(=O)Nc2sc(C)c(C)c2C#N)nnc1C1CC1	-1	9	-2.9	15	96	-2	0	-5	-10	0
CCN(CC(=O)NCc1cccs1)C(=O)CCOc1ccccc1C	0	53	-2.1	11	103	4	-1	10	4	4
N/C(=N\OC(=O)CCn1cccc(C(F)(F)F)c1=O)c1ccc(Cl)cc1	0	14	-2.7	13	/	-3	-4	-9	-12	5
c1ccc(OCCCn2nnc(-c3ccncc3)n2)cc1	-1	2	2.8	-17	99	4	-3	-8	-3	1
O=C(CCCOc1ccc(Cl)cc1Cl)Nc1ncccn1	2	-9	-3.2	16	97	-2	2	-13	2	2
CCOc1cc(S(=O)(=O)N2CCC(C(N)=O)CC2)ccc1F	12	-6	0.0	0	102	4	-3	-2	11	-3
CCCNC(=O)C(Cc1ccc(F)cc1)NC(=O)c1ccccc1 (configuration not stated)	6	2	-0.5	3	104	-11	-5	0	3	4
O=C(CC1SCCNC1=O)Nc1cccc([N+](=O)[O-])c1 (configuration not stated)	3	-4	-2.7	14	110	0	-1	7	-15	-3
CN(/N=C/c1ccc(-c2ccc([N+](=O)[O-])cc2)o1)c1ccccc1	0	-27	0.3	-1	231	6	5	10	-10	3
CCN1/C(=C/c2sc(-c3ccccc3C)c[n+]2C)Sc2ccccc21	-4	5	-3.9	19	95	-3	2	-11	19	2
O=C(Nc1cc2c3c(c1)CC(=O)N3CCC2)C1CC1	6	-11	-1.4	9	97	2	3	-18	-9	1
